Screening data from PubChem.
IEC-6 cytotox: cytotoxicity in IEC-6 intestinal epithelial cells, primary screen, cytotoxicity control for KLF5 inhibitor project, cell-based, luminescence; IEC-6 cytotoxicity, luminescence viability; inhibition, % at 5 µM; 290,000 compounds, 0.78% hits; in the data active = inhibition above about 22%;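 note: 0% = plate median of test compound wells and 100% = cytotoxic reference compound wells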
HIF act: HIF pathway transcriptional activators, primary screen, cell-based, U2OS HRE-luciferase, luminescence | U2OS HRE-luciferase reporter; normalized: DMSO 0%, desferrioxamine 100% | activation, % at 7.5 µM (by protocol) | 300,000 compounds, 0.32% hits;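 active = mean activation of at least 10% of the iron chelator positive control signal, with at least half of replicates also reaching 10%; inconclusive = mean and replicate majority disagree about reaching 10%; inactive = mean and most replicates under 10%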
KLF5 inh: KLF5 expression inhibitors, primary screen, DLD-1 cells, luminescence; inhibition, % at 5 µM; DLD-1 KLF5 promoter-luciferase reporter; 290,000 compounds, 0.23% hits; AID 1700, 2009;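 active = inhibition above a per-plate limit of that plate's mean compound inhibition plus 3 SD, cut at about 60% in these data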;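 note: 0% = DMSO wells and 100% = LY294002 at 200 µM; higher means less KLF5 promoter-driven luciferase light; inactives centre near -14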
HSF1 inhib: HSF1 inhibitors in luciferase reporter cells, primary screen, cell-based, NIH3T3, luminescence. activity change, negative = inhibition, % at 7.5 µM (by protocol). 300,000 compounds, 0.77% hits. NIH3T3-HGL HSE-luciferase, MG132-induced, luminescence 8 h; active compounds read low;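 active = more than half of replicate wells show activity change below -50%, luminescence cut by over half; inconclusive = some wells, but at most half, below -50%; inactive = no replicate well below -50%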;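 note: luciferase reports HSF-1 transcriptional activity via heat shock element; 0% = median of DMSO wells and -100% = zero luminescence signal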
aSyn UTR inh: MLPCN primary screen, SNCA 5' untranslated region; alpha-synuclein 5'UTR reporter, inhibitor activity; 300,000 compounds, 0.82% hits; inhibition, % (tested at 7.5 µM); AID 1813, 2009; in the data active = inhibition above about 60%; inconclusive = no clear call, values can overlap the other calls;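 note: H4 neuroglioblastoma cells stably carrying SNCA 5'UTR luciferase fusion; 0% = DMSO wells and 100% = positive control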
HSP90 refold inh: HSP90 inhibitors, primary screen, cell lysate, luminescence; 290,000 compounds, 0.91% hits; Heat shock protein HSP 90 (rabbit reticulocyte lysate; luciferase refolding); inhibition, % at 5.6 µM; Rabbit reticulocyte lysate, luciferase refolding luminescence, 3 h;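 active = inhibition above the screen-wide mean plus 3 SD, computed separately per campaign, cut at about 16% in these data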;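 note: 0% = DMSO wells and 100% = 60 µM geldanamycin wells; inhibitors lower the luminescence because luciferase stays unfolded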
HSF-1 act: HSF-1 activators, primary screen, NIH3T3-HGL cells, MG132 stress, luminescence, single point. NIH3T3-HGL HSF-1 luciferase reporter, 8 h; 100% = twice DMSO control signal. activation, % at 9 µM. 300,000 compounds, 1.7% hits;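 active = mean replicate activation of at least 50% with a set share of replicates each reaching 50%; inconclusive = only one of those two conditions met; inactive = mean below 50% and too few replicates reaching it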;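 note: 0% = median of the neutral control wells and 100% = twice that signal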
Platelet DG rel: inhibitors of platelet dense granule secretion, primary screen, cell-based, MLPCN, human platelets; human platelet-rich plasma, SFLLRN dense granule ATP release, luminescence; inhibition, %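 (compounds screened at 7.5 µM in platelet-rich plasma)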; 300,000 compounds, 0.22% hits; AID 1663, 2009;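 active = mean replicate score, as percent of positive control, at or above 50; inconclusive = mean below 50 but at least one replicate at or above 50; inactive = mean and every replicate below 50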
HDAC3 inh: HDAC3 deacetylase inhibitors, primary screen, biochemical, fluorescence, cell-free homogeneous | Histone deacetylase 3 (Homo sapiens), O15379 | recombinant HDAC3, fluorogenic peptide/trypsin coupled | inhibition, % at 8.3 µM | 320,000 compounds, 0.15% hits | AID 2718, 2010; in the data active = inhibition above about 26%, passing the limit was not always enough; inconclusive = no clear call, values can overlap the other calls
Target sequence (O15379 whole entry, looked up): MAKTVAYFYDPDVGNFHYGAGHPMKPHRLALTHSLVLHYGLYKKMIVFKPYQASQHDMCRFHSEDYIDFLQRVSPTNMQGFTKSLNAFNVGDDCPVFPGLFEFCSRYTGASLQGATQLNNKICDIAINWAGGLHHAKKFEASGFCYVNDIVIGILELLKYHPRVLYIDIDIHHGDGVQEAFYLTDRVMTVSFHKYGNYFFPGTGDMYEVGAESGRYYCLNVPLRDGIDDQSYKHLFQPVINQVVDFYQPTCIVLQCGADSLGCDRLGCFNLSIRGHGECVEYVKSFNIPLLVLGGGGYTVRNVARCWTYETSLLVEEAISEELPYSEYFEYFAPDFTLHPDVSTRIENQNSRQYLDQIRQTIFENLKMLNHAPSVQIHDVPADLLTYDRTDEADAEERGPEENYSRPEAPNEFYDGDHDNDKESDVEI
AI-2 QS mod: Vibrio harveyi AI-2 quorum sensing modulators, primary screen, JMH597 strain, luminescence/OD600 ratio. Vibrio harveyi JMH597 AI-2 luminescence/OD600 ratio, 9 h; active compounds read low; strain lacks LuxN and CqsS sensors; 0 = neutral-control median. activity change, % at 7.5 µM. 300,000 compounds, 0.4% hits; in the data active = activity change below about -75%, passing the limit was not always enough; inconclusive = no clear call, values can overlap the other calls;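 note: luminescence divided by OD600 gain over 9 h not by final OD600 alone; inactives centre near 13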
* marks the source's active call; other numbers are inactive results; ? = inconclusive; nt = not tested or not shown. No enrichment for hits; about 5% have a hit in one of these screens.

Fields: IEC-6 cytotox	HIF act	KLF5 inh	HSF1 inhib	aSyn UTR inh	HSP90 refold inh	HSF-1 act	Platelet DG rel	HDAC3 inh	AI-2 QS mod
> Cc1ccccc1C(=O)Nc1ccnn1C1CCN(C2CCSCC2)CC1
  -3	-1.4	-25	-3	6	0	19	11	1	13
> CCOC(=O)c1c(C#N)c(SCC(=O)Nc2ccc(OC)cc2)nc2c1CN(CC)CC2
  2	nt	-7	10	6	-1	33	7	1	14
> O=C(CSc1cn(CC(=O)N2CCOCC2)c2ccccc12)N1CCOCC1
  6	-0.4	-17	3	7	5	7	-1	-7	1
> CCOc1ccc(C(=O)NC(=S)Nc2ccc(NC(=O)c3ccco3)cc2)cc1[N+](=O)[O-]
  2	0.4	-15	0	-6	0	10	-4	0	19
> COC(=O)c1ccc(CS(=O)(=O)c2ccc(C)cc2)o1
  0	1.3	-29	3	-29	0	8	3	-6	24
> CCCN1CCC(NC(=O)C2CCN(C(C)=O)CC2)CC1
  -2	-0.2	-24	-14	-19	-1	-14	4	-7	18
> Cc1ccc2nc(C)cc(N/N=C/c3ccc(F)cc3)c2c1
  1	0.1	-22	0	-8	-2	-1	10	-6	-3
> CCOC(=O)c1[nH]c2ccccc2c1NC(=O)c1ccc(S(=O)(=O)N2CCOCC2)cc1
  -4	-0.2	-7	2	16	-1	-8	-22	2	-1
> S=C(NC1CCCCC1)c1ccc2c(c1)OCO2
  -3	1.1	-20	-5	-65	-1	-1	5	1	27
> O=C(CO/N=C/c1ccc2c(c1)OCO2)Nc1cccc(Br)c1
  -4	-0.1	-7	-5	-1	-8	6	10	-2	-89*
> CC(C)c1ccc(CN2CCC(Oc3ccc(C(=O)N4CCCC4)cc3)CC2)cc1
  -11	-0.8	-30	-4	-16	-2	7	0	-1	14
> CCCCNC(=O)C1(O)c2ccccc2NC(=O)N1c1ccc(Cl)cc1 (stereo not drawn)
  -8	-40	-27	-2	-30	0	14	-4	-11	19
> NS(=O)(=O)c1ccc(NC(=O)Cn2nc(C(=O)O)c3ccccc3c2=O)cc1
  0	0.0	-8	-2	1	3	6	-19	0	9
> CCOC(=O)C1(CCOc2ccccc2)CCN(Cc2ccc(-n3cccn3)cc2)CC1
  -1	-2.5	6	-2	4	-1	12	-2	5	36
> C#Cc1ccc(CN2CCC(C(=O)Nc3ccc(Oc4ccccc4)nc3)CC2)cc1
  2	0.2	-32	7	-5	3	21	-9	-1	152
> CCCN(CCC)S(=O)(=O)c1ccc(C(=O)Nc2ccc(S(=O)(=O)Nc3nnc(CC)s3)cc2)cc1
  -3	-0.8	-33	-4	21	-5	12	-1	1	23
> COc1cccc(CNC(=O)C2CCN(S(=O)(=O)c3ccc4c(c3)CCC(=O)N4)CC2)c1
  -2	nt	-39	-3	-7	-2	0	-14	1	18
> COC(=O)Cc1ccc(OC(=O)CCS(=O)(=O)c2ccc(C)cc2)cc1
  nt	0.0	nt	-2	1	nt	-10	-1	-3	9
> NS(=O)(=O)c1ccc2nc(NC(=O)c3ccc(Br)o3)sc2c1
  1	2.8	-82	12	-141	0	20	9	1	16
> COc1ccc(C(NC(C)=O)c2cc(Cl)c3cccnc3c2O)cc1OC (stereo not drawn)
  -4	3.7	-35	-5	46	2	-18	3	-4	22
> Fc1ccc(CSc2ccc(-c3ccc4c(c3)OCO4)nn2)cc1
  0	0.7	7	2	-15	-1	10	7	6	17
> O=C(CNC(=O)OCc1ccccc1)Oc1ccc2ccc(=O)oc2c1
  0	0.8	-25	-5	-1	-2	-25	-6	-224	11
> CCc1cc2c(-c3ccccc3)cc(=O)oc2cc1OC(C)C(=O)O (stereo not drawn)
  0	0.7	-2	-10	2	-4	3	-1	6	31
> O=C(CSc1ccc2c(c1)OCCO2)Nc1cccnc1Cl
  -8	-0.5	15	-13	-9	-2	-2	8	-2	10
> COc1ccc(S(=O)(=O)n2nc(OCc3cccs3)cc2N)cc1
  3	1.3	-5	-1	-4	8	-4	-3	-1	19
> CC(NC(=O)c1cnc2ccccc2n1)c1ccccc1 (stereo not drawn)
  0	1.7	-18	6	-4	1	25	-2	1	6
> CSc1nnc(C2CCN(CC(=O)Nc3ccccc3N3CCOCC3)CC2)n1C
  -9	-0.2	-7	-6	27	-1	-14	-2	0	11
> O=C(NC(=S)NCc1cccnc1)c1cc(Br)ccc1Cl
  9	-0.1	-30	-6	9	-2	2	-2	3	15
> NS(=O)(=O)c1ccc(NC(=O)COC(=O)/C(=C/c2cccs2)c2cccs2)cc1
  -2	0.4	-4	-2	-18	0	-1	-3	-1	0
> CC(=O)C1=C(C)OC2(O)c3ccccc3C(=O)C12O (stereo not drawn)
  -2	0.8	-8	14	3	2	59*	18	1	nt
> CN(C)S(=O)(=O)N1CCN(C(=O)c2cccc(Br)c2)CC1
  -8	0.1	-48	-5	3	0	-3	12	7	-2
> Nc1nc(SCC(=O)NCCOCCO)nc2sc3c(c12)CCCC3
  -4	-0.1	-12	1	3	6	8	-3	1	25
> CC1(C)Cc2nc(NC3CCCCC3)c(C#N)cc2CO1
  1	-0.4	3	1	37	-5	3	-4	-13	4
> CC(=O)Oc1ccc(NC(=O)CCC2CCCCC2)c(C(=O)O)c1
  -4	1.0	-43	-7	3	-3	-4	5	-13	8
> CS(=O)(=O)N1CCN(c2ccc([N+](=O)[O-])cc2C(F)(F)F)CC1
  -6	-0.5	-6	0	28	-3	-22	2	1	13
> N#CCCn1cc(C(=O)Nc2ccccn2)c(-c2ccccc2)n1
  3	-0.7	-30	-5	7	0	-8	-1	2	14
> CCOC(=O)c1cnn(CC2CCCCC2)c1N
  1	0.5	-25	6	4	1	12	-4	6	7
> CCCCCN1CC(=O)N2[C@@H](Cc3c([nH]c4ccccc34)C2(C)C)C1=O
  -1	-2.3	15	-3	9	0	7	1	-13	12
> CC(C)c1nccn1S(=O)(=O)c1cc([N+](=O)[O-])ccc1Cl
  4	-0.3	-35	-6	-4	0	-4	-17	-8	10
> CCN(CC)C(=O)/C(=C\c1ccc2c(c1)OCO2)NC(=O)c1ccc(Br)cc1
  -3	-0.3	5	-1	-4	-3	0	-10	-3	12
> Nc1cc(OC(=O)c2cccs2)nn1S(=O)(=O)c1ccc(F)cc1
  -3	0.1	-9	10	3	0	3	-4	70*	24
> COc1ccc(-n2nnnc2SCC(=O)NCCc2ccccc2)cc1OC
  -4	-0.2	-18	-4	7	-2	13	6	6	14
> COc1ccc(-c2nnn(CC(=O)NC3CCCc4ccccc43)n2)cc1OC (stereo not drawn)
  2	-1.2	7	-7	19	0	-4	3	-9	-6
> Cc1nc2ccc(C(=O)O)cc2c2c1CC(C)S2 (stereo not drawn)
  -16	-0.3	-40	-9	14	1	-2	2	-18	41
> Cc1[nH]n(-c2ccc([N+](=O)[O-])cc2)c(=O)c1C=NCCN1CCN(C(=O)c2ccc(Br)cc2)CC1
  12	0.1	-11	6	21	-2	4	1	0	14
> Cc1ccc(NC(=O)CSc2nc3ccccc3c3nc4ccccc4n23)cc1
  11	-0.4	-9	-22	110*	0	-27	-14	-1	26
> CCOc1ccc(NC(=O)CCc2c(C)nn(-c3ccc(N4CCCCC4)nn3)c2C)cc1
  4	4.2	-94	48	-81	0	?	8	-6	6
> COc1ccccc1N1CCN(C(=O)C2CC(=O)N(c3ccccc3)C2)CC1 (stereo not drawn)
  -1	0.0	-12	-4	12	0	-2	15	-11	23
> CCCCn1c(CN(Cc2ccccc2)Cc2ccccc2)nc2c1c(=O)n(C)c(=O)n2C
  -5	0.2	-40	6	23	2	-1	11	-3	6
> COc1cc(C(c2c(C)[nH][nH]c2=O)c2c(C)[nH][nH]c2=O)ccc1OS(=O)(=O)c1ccccc1
  -4	0.5	-21	15	-17	3	25	-9	8	0
> CCCCCn1nc(C(=O)OCc2nnc(-c3ccccc3)o2)c2ccccc2c1=O
  nt	0.2	nt	-7	16	nt	-10	0	-1	15
> Cc1ccc(S(=O)(=O)N2CCN(C(=O)COC(=O)c3cnc(C)cn3)CC2)c(C)c1
  nt	-0.4	nt	-1	-10	nt	2	-11	0	46
> Cc1cc(C)n(-c2nc3ccccc3nc2Nc2ccc3[nH]c(=O)[nH]c3c2)n1
  -2	1.0	-11	6	6	-3	-2	-16	-11	10
> CC(C)c1ccc(N(CC(=O)NCCc2ccccc2)C(=O)c2csnn2)cc1
  -4	-1.8	-7	5	2	-4	7	-1	0	11
> Cc1cc(C(=O)Cn2nnc(-c3ccc(Cl)cc3)n2)c(C)n1-c1ccccc1
  1	0.1	10	5	-12	3	17	4	0	15
> O=C(C1=C(O)C(=O)N(c2ncccn2)C1c1ccc(Cl)c(Cl)c1)c1ccco1 (stereo not drawn)
  10	-0.3	-12	9	-81	5	-2	7	4	15
> Cc1onc(-c2ccccc2Cl)c1C(=O)OCC(=O)N1CCCc2ccccc21
  -5	-1.4	-24	9	11	-2	14	2	2	23
> CCCCNC(=O)Cn1c(=O)c2c(ncn2CCC(C)C)n(Cc2ccccc2)c1=O
  2	0.1	-15	-10	18	4	5	-4	0	3
> CC1Cc2ccccc2N1C(=O)c1ccnc(C(C)(C)C)c1 (stereo not drawn)
  2	0.1	0	-1	1	2	6	2	-1	3
> CC(=O)N1c2ccccc2Sc2ccccc21
  1	-2.3	-4	0	0	-2	10	6	3	-5

The results go on.
Fields: IEC-6 cytotox	HIF act	KLF5 inh	HSF1 inhib	aSyn UTR inh	HSP90 refold inh	HSF-1 act	Platelet DG rel	HDAC3 inh	AI-2 QS mod
> COc1ccc(CCNC(=O)COC(=O)c2cc(OC)c(OC)cc2OC)cc1OC
  1	-0.6	-16	-3	4	-6	2	6	4	28
> CC(C)[C@H](NC(=O)N1c2ccccc2NC(=O)[C@@H]1C(C)C)C(=O)N[C@@H](Cc1c[nH]c2ccccc12)C(=O)O
  1	0.2	-26	3	24	-3	-7	-4	-2	1
> COc1cc(/C=N/NC(=O)CNC(=O)c2ccccc2)ccc1OC(=O)c1cccs1
  0	0.3	-12	-1	-8	-3	-8	8	3	3
> Brc1ccc(CSc2nnc3ccccn23)cc1
  -4	2.3	-32	13	-55	0	58*	0	2	13
> COc1ccccc1OCCC(=O)OCC(=O)NCc1ccccc1
  -1	0.2	-21	-14	7	2	-17	-21	-6	21
> O=C(OCc1ccccc1)c1cc(S(=O)(=O)N2CCCCC2)ccc1N1CCOCC1
  nt	0.0	nt	-4	9	nt	9	-5	1	29
> CN(c1ccccc1)S(=O)(=O)c1ccc(Cl)c(C(=O)Nc2nn[nH]n2)c1
  2	0.5	-24	-3	9	1	7	4	0	-15
> CCOC(=O)N1CCN(CC(O)COc2ccc(C)cc2C(C)(C)C)CC1 (stereo not drawn)
  -3	-0.3	-12	0	21	1	-5	8	7	27
